12-LOX inh: blocks human arachidonate 12S-lipoxygenase; purified 12hLO, xylenol orange hydroperoxide absorbance; Potency, µM (highest dose often 108 µM), for the others: top-dose activity change, negative = inhibition, hits mostly inhibitors; 1.1% of 580,000 active; AID 1671190; further: on the % scale 0 is the no-effect control and ±100 the full control effect
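Hydroperoxide product was detected by ferrous iron/xylenol orange as the 573 to 405 nm absorbance ratio. Arachidonic acid at 40 uM (final) was turned over for 30 min at room temperature by 150 nM human 12hLO, pH 7.0 Hepes buffer, after 15 min compound preincubation.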
Vif-APOBEC3F blk: Vif-A3F binding inhibition | HeLa A3F-eYFP + Vif (tagged APOBEC3F with the HIV-1 protein that degrades it), YFP fluorescence increase | Potency, µM (highest dose often 46.1 µM), without a hit: at the top dose activity, negative = active | 0.2% of 390,000 active; further: % of control where 0% means no effect; nearly all actives have a fitted effect of over 65% in size
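HeLa cells stably expressing Vif plus C-terminally eYFP-tagged A3F were seeded, incubated overnight at 37 deg C, dosed with compound, incubated overnight again at 37 deg C. Yellow fluorescence (Ex 488/Em 500-530) reported blocked Vif-mediated A3F-eYFP degradation.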
mIDH1 inhibitor: inhibitors of human mutant IDH1 R132H | IDH1-R132H enzyme, NADPH consumption, diaphorase/resazurin fluorescence | 0.093% of 390,000 active | Potency, µM (top dose mostly 76.6 µM), inactives show top-dose activity change, negative = inhibition, most hits filed as inhibitors; further: on the % scale 0 is the no-effect control and ±100 the full control effect; nearly all actives have a fitted effect of over 65% in size
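IDH1-R132H (0.5 ug/mL dispensed) in pH 7.5 Tris buffer was preincubated 30 min with compound, then given a substrate mix of 0.016 mM NADPH and 2 mM alpha-KG for 80 min at room temperature; remaining NADPH was read by diaphorase/resazurin fluorescence.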
TrxR1 substrate: substrates of rat thioredoxin reductase 1; O89049; purified TrxR1 substrate turnover, NADPH consumption readout; Potency, µM (series often up to 114 µM), for the others: top-dose activity change, negative = substrate turnover; 0.01% of 390,000 active; AID 588456; further: on the % scale 0 is the no-effect control and ±100 the full control effect; nearly all actives have a fitted effect of over 50% in size
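Rat TrxR1, dispensed at 90 nM, was prereduced with 400 uM NADPH (final) for 5 min at ~22 deg C, then incubated with compound 15 min before 400 uM selenite. A first-read NADPH fluorescence drop versus no-compound background flagged substrates.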
RGS4 inhibitor: blocks human RGS4-accelerated GTP hydrolysis; 0.039% of 390,000 active; Transcreener GDP fluorescence polarization, RGS4-accelerated GTP hydrolysis; Potency, µM (series often up to 114 µM), inactives show at the highest dose activity change, negative = inhibition, usual class: inhibitors; further: on the % scale 0 is the no-effect control and ±100 the full control effect; nearly all actives have a fitted effect of over 75% in size; some results filed as inactive show a strong effect at the top dose
Target sequence (P49798 whole entry, looked up): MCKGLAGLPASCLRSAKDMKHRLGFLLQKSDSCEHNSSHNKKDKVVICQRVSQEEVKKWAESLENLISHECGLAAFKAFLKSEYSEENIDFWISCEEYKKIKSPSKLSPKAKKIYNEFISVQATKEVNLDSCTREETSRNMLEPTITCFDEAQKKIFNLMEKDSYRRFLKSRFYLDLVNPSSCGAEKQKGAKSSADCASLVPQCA
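MLSMR compounds (23 nl, pin-transferred) preincubated 10 min at room temperature with a 500nM (2x) first reagent, then RGS4 at 900nM (2x) plus Transcreener GDP mix added; fluorescence polarization (620/688 nm) read before and after 90 min at 30 °C.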
RXFP1 ag: RXFP1 (human) receptor agonism | HEK293T-RXFP1 cAMP TR-FRET, 30 min; response scale: percent of porcine relaxin response, buffer zero | AID 2676 | Potency, µM (doses to about 57.5 µM), without a hit: top-dose activation, usual class: activators | 0.3% of 370,000 active | Q9HBX9; further: on the % scale 0 is the no-effect control and ±100 the full control effect; nearly all actives have a fitted effect of over 60% in size; many of its hits are not listed in these tables
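cAMP rise read by TR-FRET after 30 min, 37C compound exposure (up to 58 uM) in RXFP1-transfected HEK293 cells with Ro 20174 present. EC50 from Hill-equation fits, with 29 nM porcine relaxin as 100% and buffer as basal.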
Vif-A3G inh: blocks the Vif interaction with human APOBEC3G; Q9HC16; AID 602310; HeLa A3G-eYFP + Vif (tagged APOBEC3G with the HIV-1 protein that degrades it), YFP fluorescence, overnight; Potency, µM (series often up to 46.1 µM), without a hit: top-dose activity, negative = active, actives largely listed as inhibitors; 0.076% of 410,000 active;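 further: on the % scale 0 is the no-effect control and ±100 the full control effect; nearly all actives have a fitted effect of over 60% in size; hits raise eYFP signal because A3G escapes Vif-driven loss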
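HeLa cells stably expressing Vif and C-terminally eYFP-tagged A3G, seeded overnight at 37 deg C, then exposed to compound by pintool overnight at 37 deg C. Rise in yellow fluorescence (Ex 488/Em 500-530, Acumen) marks blocked Vif-driven A3G degradation.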
USP1 inh: inhibitors of human USP1/UAF1 deubiquitinase. AID 743255. recombinant USP1/UAF1, Ub-Rhodamine cleavage fluorescence. 0.23% of 390,000 active. O94782. Potency, µM (doses to about 57.1 µM), inactives show top-dose activity change, negative = inhibition, most hits filed as inhibitors; further: on the % scale 0 is the no-effect control and ±100 the full control effect; nearly all actives have a fitted effect of over 60% in size; inactives centre near -12
Target sequence (O94782 whole entry, looked up): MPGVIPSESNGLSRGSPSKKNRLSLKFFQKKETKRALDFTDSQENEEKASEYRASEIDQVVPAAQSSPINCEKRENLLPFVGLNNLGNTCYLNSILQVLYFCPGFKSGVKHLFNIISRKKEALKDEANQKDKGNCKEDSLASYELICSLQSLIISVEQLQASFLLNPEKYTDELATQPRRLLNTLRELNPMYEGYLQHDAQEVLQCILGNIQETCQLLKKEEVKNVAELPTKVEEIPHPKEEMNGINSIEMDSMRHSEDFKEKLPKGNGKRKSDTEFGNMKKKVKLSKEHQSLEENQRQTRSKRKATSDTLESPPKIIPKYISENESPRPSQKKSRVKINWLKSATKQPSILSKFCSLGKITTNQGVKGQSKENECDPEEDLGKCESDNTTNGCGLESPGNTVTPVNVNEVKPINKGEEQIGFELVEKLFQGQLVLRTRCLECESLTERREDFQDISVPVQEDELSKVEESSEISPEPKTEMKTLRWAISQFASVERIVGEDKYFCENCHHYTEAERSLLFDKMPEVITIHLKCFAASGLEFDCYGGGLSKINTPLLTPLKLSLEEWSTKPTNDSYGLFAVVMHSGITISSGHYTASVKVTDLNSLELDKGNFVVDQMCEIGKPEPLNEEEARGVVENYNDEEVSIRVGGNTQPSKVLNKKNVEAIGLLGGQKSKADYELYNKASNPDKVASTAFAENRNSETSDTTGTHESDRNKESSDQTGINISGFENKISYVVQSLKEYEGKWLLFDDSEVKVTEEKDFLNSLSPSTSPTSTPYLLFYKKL
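High-throughput fluorogenic screen: 1nM USP1/UAF1 complex, Ub-Rho substrate 150nM final, 50mM HEPES pH 7.8 with 0.5mM EDTA, 0.1 mg/ml BSA, 1mM TCEP and 0.01% Tween-20.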
rTrxR1 inhibitor: inhibitors of rat thioredoxin reductase 1. O89049. recombinant rTrxR1, NADPH fluorescence consumption, selenite substrate. Potency, µM (series often up to 114 µM), for inactives: at the top dose activity change, negative = inhibition, most hits filed as inhibitors. 1% of 390,000 active. AID 588453; further: on the % scale 0 is the no-effect control and ±100 the full control effect; nearly all actives have a fitted effect of over 65% in size
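Rat TrxR1 (90 nM in the dispensed reagent) was pre-reduced with 400 uM NADPH for 5 min at room temperature, then incubated with compound for 15 min. After 400 uM selenite was added, NADPH fluorescence (Ex 340/Em 450 nm) was followed for 8 min.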
Numbers without * were called inactive; i = inactive; u = inconclusive; x = no result given; [ ] = remark or other dose. The call rests on the fitted dose curve; in most records, active means well fitted curve in the direction sought with a large enough effect; inconclusive means small, poorly fitted or top-dose-only effect, or another doubt; inactive means no such curve, though single readings can be large; an effect the other way counts as inactive or inconclusive. Potency means the concentration at half of the fitted maximal effect. Only part of the results is shown; rates above refer to the full screens.

SMILES	12-LOX inh	Vif-APOBEC3F blk	mIDH1 inhibitor	TrxR1 substrate	RGS4 inhibitor	RXFP1 ag	Vif-A3G inh	USP1 inh	rTrxR1 inhibitor
O=C(NC1CCCCCC1)c1cccnc1Sc1ccc(Cl)cc1	-29%	-13%	1%	5%[0.0914 µM]	5%	1.3%	-4%	5%	19%
CCCCC(NC(=O)Cc1c(C)c2cc3c4c(oc3c(C)c2oc1=O)CCCC4)C(=O)O (configuration not stated)	u	4%	0%	21%	-18%	9.3%	-7%	-21%	5%
N#Cc1c(Cn2cncn2)nc(=O)n(-c2ccccc2)c1N	-4%	-1%	-5%	-5%[57.1 µM]	22%	-2.8%	2%	-16%	-5%[57.1 µM]
Cn1ccc2cc(-c3ccc4ncnc(NCc5cccs5)c4c3)ccc21	-16%	-8%	x	17%[57.1 µM]	18%	1.0%	-13%	x	9%[57.1 µM]
Cc1ccc(S(=O)(=O)Nc2ccc3c(c2)nc(CCN2CCCCC2)n3C)cc1	0%	-15%	-1%	2%	-3%	1.9%	-7%	-15%	5%
CCOC(=O)c1[nH]c2ccc(OC)cc2c1NC(=O)CN1CCC2(CC1)OCCO2	47%[activator]	-14%	2%	29%[57.1 µM]	-14%	7.8%	2%	3%	18%[57.1 µM]
CC(C)(C)C(=O)CSc1nccc(=O)[nH]1	8%	2%	-2%	9%	15%	0.0%	0%	0%	23%
Cc1ccc(SC(C)C(=O)NCc2ccc(F)cc2)cc1 (configuration not stated)	2%	-21%	8%	9%[57.1 µM]	-2%	0.5%	0%	-13%	5%[57.1 µM]
CCN1CCN(C(=O)C2COc3ccccc3O2)CC1 (configuration not stated)	-12%	-6%	-1%	-5%	-18%	0.9%	-5%	-3%	u
Cc1ccc(/C(O)=C2/C(=O)C(=O)N(CCN3CCOCC3)C2c2cccs2)cc1 (configuration not stated)	-25%	0%	5%	-8%	-43%	3.4%	-2%	-13%	-17%
COc1cc(-c2cc(C(=O)Nc3cccc(C(C)=O)c3)c3ccccc3n2)cc(OC)c1OC	15%	4%	-8%	20%	19%	-1.9%	-7%	-26%	45%[activator]
CCC(=O)Nc1cc(C)c(OC)c(C)c1	-1%	2%	16%	4%[57.1 µM]	5%	2.3%	0%	-2%	8%[57.1 µM]
COc1ccc(/C=C/C(=O)NCc2cnn(C)c2C)cc1COc1ccc(Br)cc1	-12%	1%	0%	0%	-18%	4.3%	-1%	-19%	7%
CCOC(=O)N1CCN(C(=O)C(c2ccccc2)c2ccccc2)CC1	i	0%	1%	-4%	6%	1.3%	0%	-2%	5%
COc1ccc(CC(NC(C)=O)C(=O)NC2CCN(c3c4c(nc5ncnn35)CCC4)CC2)cc1OC (configuration not stated)	x	9%	10%	1%	-15%	6.3%	1%	-13%	8%
Cc1cc(NN)nc2ccc(Cl)cc12	u	u	-9%	3%	-43%	0.1%	6%	-14%	9%
COc1ccc(/C=N/NC(=O)CSc2ccccc2)cc1OC	-17%	-1%	1%	4%[0.457 µM]	20%	-1.5%	0%	3%	3%
CCC(Cc1ccccc1)NS(=O)(=O)c1ccc2c(c1)NC(=O)C(C)S2 (configuration not stated)	-11%	-6%	6%	-7%	-21%[56.9 µM]	0.3%	-1%	-23%	9%
O=C(/C=C/c1ccco1)OCn1nnc2ccccc2c1=O	-14%	2%	4%	-4%	-46%	0.0%	0%	-1%	4%[57.1 µM]
CCCN1CCN(C(=S)Nc2sc(CC)cc2C(=O)OC)CC1	-196%	-5%	-2%	-4%	-1%	2.2%	0%	-18%	-7%
CCC(C)C(NC(=O)c1ccccc1NC(=O)c1ccco1)C(=O)O (configuration not stated)	u	-7%	-3%	2%[57.1 µM]	29%	0.1%	3%	-7%	-7%[57.1 µM]
CCN(CC)c1nc(OCCNC(=O)Nc2ccccc2)nc(N(CC)CC)n1	0%	-6%	1%	12%[57.1 µM]	-50%	2.4%	-4%	u	24%[57.1 µM]
COc1ccc(CN2CCN(S(=O)(=O)c3ccccc3)CC2)cc1Br	-34%	-16%	11%	0%	8%	-2.6%	-3%	-4%	15%
C=CCNC(=O)COc1cc(C)cc(C)c1C	0%	0%	3%	1%	11%	-0.6%	3%	-16%	12%
c1cnc2ccc(C(c3nnnn3C3CCCCC3)N3CCN4CCCC4C3)cc2c1 (configuration not stated)	0%[57.4 µM]	6%	1%	-9%	17%	1.8%	-4%	-12%	u
Cc1cccc2cc(CN(Cc3cccs3)Cc3nnnn3Cc3ccccc3)c(=O)[nH]c12	4%	-1%	7%	14%	-3%	4.5%	-1%	u	20%
CNc1nc(Cl)c(SC)c(NCc2cccc(OC)c2)n1	x	16%	0%	-4%	-47%[56.9 µM]	0.9%	1%	-21%	23%
CC(C)(C)c1ccc(C(=O)N2CCC(c3nc(-c4ccc(S(=O)(=O)N5CCCC5)cc4)no3)CC2)cc1	0%	0%	-9%	-8%	8%	-0.1%	3%	-19%	20%
COCCNC(=O)/C(C#N)=C/c1ccc(-c2ccc(S(=O)(=O)N3CCOCC3)cc2)o1	u	-9%	2%	-3%	0%	-1.4%	-8%	-21%	-12%[57.1 µM]
CC(=O)Nc1cccc(C(=O)OC(C(=O)c2ccc(C)c(C)c2)c2ccccc2)c1 (configuration not stated)	-11%	0%	-1%	-2%	-17%	-1.4%	7%	-21%	15%

A second format for 2 compounds above.
Fields: 12-LOX inh	Vif-APOBEC3F blk	mIDH1 inhibitor	TrxR1 substrate	RGS4 inhibitor	RXFP1 ag	Vif-A3G inh	USP1 inh	rTrxR1 inhibitor
- CCCCC(NC(=O)Cc1c(C)c2cc3c4c(oc3c(C)c2oc1=O)CCCC4)C(=O)O (configuration not stated)
    u	4%	0%	21%	-18%	9.3%	-7%	-21%	5%
- N#Cc1c(Cn2cncn2)nc(=O)n(-c2ccccc2)c1N
    -4%	-1%	-5%	-5%[57.1 µM]	22%	-2.8%	2%	-16%	-5%[57.1 µM]

Shown with values under each structure: 4 of the compounds above.
Value order: 12-LOX inh	Vif-APOBEC3F blk	mIDH1 inhibitor	TrxR1 substrate	RGS4 inhibitor	RXFP1 ag	Vif-A3G inh	USP1 inh	rTrxR1 inhibitor
CCC(Cc1ccccc1)NS(=O)(=O)c1ccc2c(c1)NC(=O)C(C)S2 (configuration not stated)
 : -11%	-6%	6%	-7%	-21%[56.9 µM]	0.3%	-1%	-23%	9%
O=C(/C=C/c1ccco1)OCn1nnc2ccccc2c1=O
 : -14%	2%	4%	-4%	-46%	0.0%	0%	-1%	4%[57.1 µM]
CCCN1CCN(C(=S)Nc2sc(CC)cc2C(=O)OC)CC1
 : -196%	-5%	-2%	-4%	-1%	2.2%	0%	-18%	-7%
CCC(C)C(NC(=O)c1ccccc1NC(=O)c1ccco1)C(=O)O (configuration not stated)
 : u	-7%	-3%	2%[57.1 µM]	29%	0.1%	3%	-7%	-7%[57.1 µM]

(more compounds)
SMILES	12-LOX inh	Vif-APOBEC3F blk	mIDH1 inhibitor	TrxR1 substrate	RGS4 inhibitor	RXFP1 ag	Vif-A3G inh	USP1 inh	rTrxR1 inhibitor
Cc1cc(Br)ccc1NC(=O)c1cnc(N2CCN(c3ccccn3)CC2)c2ccccc12	-24%	-5%	-9%	106%[activator]	12%	7.3%	1%	-19%	79%[activator]
Cc1ccc(C2=NCCn3nc4cc(C(F)(F)F)ccc4c32)cc1	-16%	-7%	2%	7%[57.1 µM]	-8%	0.2%	-6%	u	-1%[57.1 µM]
COc1ccc(/C=C2\SC(=O)N(CCC(=O)Nc3ccccc3)C2=O)cc1OC	-3%	-10%	4%	-8%	-6%	-12%	1%	-21%	-4%
O=S(=O)(Nc1ccc(O)c(Sc2nc3ccccc3s2)c1)c1ccc(F)cc1	u	-3%	u	-3%	-17%	0.3%	-6%	-13%	7%
CC(=O)c1ccc(N2CCN(C(=O)c3cc(-c4ccc5c(c4)OCO5)nc4ccccc34)CC2)cc1	0%	-1%	3%	32%	-9%	-0.4%	-5%	-4%	27%[57.1 µM]
Nc1n[nH]c(-c2ccccc2)n1	4%	1%	3%	6%	12%	-0.1%	3%	-16%	-2%
O=C1C2C3C=CC(O3)C2C(=O)N1CC(O)c1ccccc1 (configuration not stated)	13%	-5%	7%	5%	-21%	-0.4%	-1%	-22%	50µM*
CCCCOc1ccc(CNC(=O)c2ccc3c(c2)N(C)C(=O)C2CCCCN32)cc1 (configuration not stated)	-25%	-2%	-1%	-3%[57.1 µM]	2%	-1.0%	-2%	-8%	14%[57.1 µM]

High-throughput results (PubChem BioAssay)
